Screening results from PubChem BioAssay.
AmpC inh no detg = inhibitors of E. coli AmpC beta-lactamase without detergent | AID 485341 | 0.52% of 330,000 active | AmpC nitrocefin hydrolysis, absorbance 480 nm, 0.0001% Triton | Potency, µM (doses to about 57.1 µM), for inactives: top-dose activity change, negative = inhibition, most hits filed as inhibitors | P00811;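 also: potency is read from the fitted curve at half-maximal effect; plate controls were no compound for no effect and no enzyme for full effect; nearly all actives have a fitted effect of over 20% in size; some results filed as inactive show a strong effect at the top dose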
Target sequence (P00811 whole entry, looked up): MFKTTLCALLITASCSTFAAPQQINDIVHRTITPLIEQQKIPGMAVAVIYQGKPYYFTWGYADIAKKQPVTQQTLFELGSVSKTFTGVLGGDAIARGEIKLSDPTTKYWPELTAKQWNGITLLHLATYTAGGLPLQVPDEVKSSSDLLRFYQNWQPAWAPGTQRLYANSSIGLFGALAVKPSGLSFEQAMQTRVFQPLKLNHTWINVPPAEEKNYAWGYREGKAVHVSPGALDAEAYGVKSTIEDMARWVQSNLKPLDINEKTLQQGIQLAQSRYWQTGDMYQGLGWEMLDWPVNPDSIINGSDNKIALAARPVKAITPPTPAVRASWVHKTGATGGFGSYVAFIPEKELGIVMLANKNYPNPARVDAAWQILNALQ
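20 mM phosphate pH 7.0 + 0.01% (detergent screen) or 0.0001% Triton X-100; 5.3 nM AmpC reagent; cpd preinc 15 min RT; nitrocefin (800 uM stock) to start; A480 q20 s × 4 min; Activity was normalised to no-enzyme and no-compound control wells.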
Sm TGR block = blocks Schistosoma mansoni thioredoxin glutathione reductase; 3% of 360,000 active; AID 485364; purified TGR, DTNB reduction, TNB absorbance 405 nm; Q962Y6; Potency, µM (doses to about 114 µM), for inactives: top-dose activity change, negative = inhibition, usual class: inhibitors; also: potency is read from the fitted curve at half-maximal effect; nearly all actives have a fitted effect of over 60% in size
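TGR 20 nM + NADPH 100 uM (dispensed conc.), cpd preinc 15 min RT; start with NADPH (500 uM addition) then DTNB (15 mM addition). Kinetic TNB absorbance, 405 nm filter. Four-parameter Hill fit across titration.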
Giardia FBPA inh = blocks Giardia fructose-bisphosphate aldolase activity; purified Giardia FBPA; A8B2U2; 0.71% of 290,000 active; AID 2451; Potency, µM (top dose mostly 59.6 µM), for the others: at the highest dose activity, negative = inhibition, usual class: inhibitors; also: potency is read from the fitted curve at half-maximal effect; nearly all actives have a fitted effect of over 55% in size
Target sequence (A8B2U2 whole entry, looked up): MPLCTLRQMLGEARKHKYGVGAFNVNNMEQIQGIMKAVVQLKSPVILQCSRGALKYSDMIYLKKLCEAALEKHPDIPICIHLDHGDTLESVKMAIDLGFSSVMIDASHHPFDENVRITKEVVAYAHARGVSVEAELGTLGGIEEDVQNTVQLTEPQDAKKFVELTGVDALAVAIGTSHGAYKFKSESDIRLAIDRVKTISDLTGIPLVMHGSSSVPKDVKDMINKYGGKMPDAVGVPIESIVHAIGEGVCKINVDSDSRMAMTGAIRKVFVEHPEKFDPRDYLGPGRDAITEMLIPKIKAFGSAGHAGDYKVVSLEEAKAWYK
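40 nM FBPA preincubated 10 min at RT with compound (up to 57.5 uM final), then substrate plus GAPDH/TPI/NAD/arsenate coupling and diaphorase/resazurin added. Fluorescence read after 20 min at RT, 525/598 nm.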
AmpC detergent = AmpC beta-lactamase inhibition with detergent present; 0.041% of 370,000 active; AmpC hydrolysis of nitrocefin, absorbance 480 nm, 0.01% Triton; P00811; Potency, µM (series often up to 114 µM), for inactives: top-dose activity change, negative = inhibition, most hits filed as inhibitors;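 also: potency is read from the fitted curve at half-maximal effect; 0% = no-compound wells and -100% = no-enzyme wells; nearly all actives have a fitted effect of over 25% in size; some results filed as inactive show a strong effect at the top dose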
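20 mM phosphate pH 7.0 + 0.01% (detergent screen) or 0.0001% Triton X-100; 5.3 nM AmpC reagent; cpd preinc 15 min RT; nitrocefin (800 uM stock) to start; A480 q20 s × 4 min; Activity was normalised to no-enzyme and no-compound control wells.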
HCMV antiviral = human cytomegalovirus inhibition; AID 1259415; HFF cells, HCMV-luciferase reporter, 72 h; stronger effect = lower value; activity change, negative = inhibition, % at 57.5 µM; 4.5% of 410,000 active; in the data active = activity change below about -60%; inconclusive = no clear call, values can overlap the other calls; inactive = above about -39%
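Human foreskin fibroblasts infected with luciferase-reporter HCMV at MOI 1 PFU/cell, compounds at two doses. Luciferase measured 72 h post infection; normalized to buffer-only basal and Salinomycin (10uM) controls.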
HCV inh = blocks hepatitis C virus; Huh7.5.1 HCVcc-Cre infection, luciferase reporter, 44 h; Potency, µM (highest dose often 41.8 µM), for inactives: at the highest dose activity change, negative = inhibition, usual class: inhibitors; 3.4% of 340,000 active; also: potency is read from the fitted curve at half-maximal effect
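Whole-lifecycle infectious HCVcc-Cre system; cells 1,000/well, compound then virus (~0.5 moi) added 4 h after plating, 44 h culture. Luciferase read 15 sec following 15 min substrate incubation, room temp.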
Active calls of the source: *; ? = inconclusive; nt = no result given; & = joins results of further samples; [ ] = remark or other dose. Unless noted, calls follow the shape of the dose curve; as a rule, active = well fitted curve in the direction sought with a large enough effect; inconclusive = small, poorly fitted or top-dose-only effect, or another doubt; inactive = no such curve, though single readings can be large; an effect the other way counts as inactive or inconclusive. Unless noted, % is scaled to controls: 0 for no effect and ±100 for the full control effect.

Order of results – AmpC inh no detg	Sm TGR block	Giardia FBPA inh	AmpC detergent	HCMV antiviral	HCV inh
COc1ccc(S(=O)(=O)NC2CCCCC2)cc1C(=O)N1CCCCC1
  0%	-13%	nt	?	27	nt
Cc1cc(NC(=O)CCCS(=O)(=O)c2nc(-c3cccs3)cc(C(F)(F)F)n2)no1
  -7%	13µM*	-1%	0%	123	11µM*
CCN1/C(=C/C=C/C=C/c2sc3ccccc3[n+]2CC)Sc2ccccc21
  162%[activator]	50µM*	?	?	nt	1%[8.37 µM]
O=S(=O)(Nc1cccc2ncccc12)c1cccc(C(F)(F)F)c1
  -31%	-9%	nt	5%	-28	-6%
CN1CC(C(=O)c2ccccc2)C(c2ccccc2)C1 (stereo not drawn)
  -11%	-33%	3%	-6%	-33	21%
O=C(/C=C/c1cccc(Cl)c1)Nc1ccncc1
  -34%	-30%	5%	-11%	-4	-3%
COC(=O)c1ccc(NC(C)=O)o1
  -6%	-21%	6%	6%	47	18%
O=C(/C=C/c1cccs1)N1CCC2(CC1)Oc1ccc(F)cc1C(=O)C21CC(c2ccc(Cl)cc2)=NO1 (stereo not drawn)
  -12%	11%	-1%	-6%	-7	2%
CC1CCCN(Cc2nc3c(c(=O)n(C)c(=O)n3C)n2Cc2c(F)cccc2Cl)C1 (stereo not drawn)
  2%	-3%	7%	0%	-4	6%
Cc1cc(C)n2nc(SCC#N)nc2n1
  -11%	-13%	0%	?	3	-14%
O=C(Nc1nnc(CCN2CCCCC2)s1)c1ccc(Br)cc1
  -27%	5%	6%	-13%	35	?
CC1(C)NC(=O)N(CCCCOc2cccc(C(F)(F)F)c2)C1=O
  65%[activator]	0%	6%	-9%	-12	-17%
C/C(=N\NC(=O)COc1ccccc1[N+](=O)[O-])c1cccs1
  -4%	-4%	-1%	-8%	37	-28%
Cc1ccccc1CN1C(=O)c2ccccc2Sc2ccc(C(=O)NCCCN3CCOCC3)cc21
  221%[activator]	-8%&3%	nt	3%&-2%	0&5	?
O=C1N[C@@H](c2ccccc2)COC(=O)[C@@H](Cc2ccc(F)cc2)CC/C=C/C[C@H]1CC(=O)N(CCO)Cc1ccccc1
  156%[activator]	nt	nt	nt	-8	?
CC(C)Oc1ccc(/C=N/NC(=O)c2ccc(N(Cc3ccccc3)S(C)(=O)=O)cc2)cc1
  -35%	-10%	16%	-9%	-14	?
Cc1ccc(N=Cc2c(O)c3ccccc3oc2=O)cc1F
  -19%	-6%	4%	2%	38	11%
Cc1ccc(C(=O)CCC(=O)Nc2ccccc2C)cc1C
  -44%	10%	12%	-9%	10	0%
Nc1nonc1NC(=O)NN=C1CCCCC1
  -20%	1%	0%	-3%	-40	17%
COCCNc1nnc(SCC(=O)NNC(=O)c2ccco2)s1
  -6%	-18%	nt	5%	8	-2%

Reprinted at random: two entries already listed
Order of results – AmpC inh no detg	Sm TGR block	Giardia FBPA inh	AmpC detergent	HCMV antiviral	HCV inh
Cc1ccccc1CN1C(=O)c2ccccc2Sc2ccc(C(=O)NCCCN3CCOCC3)cc21
  221%[activator]	-8%&3%	nt	3%&-2%	0&5	?
COC(=O)c1ccc(NC(C)=O)o1
  -6%	-21%	6%	6%	47	18%

Continued:
Order of results – AmpC inh no detg	Sm TGR block	Giardia FBPA inh	AmpC detergent	HCMV antiviral	HCV inh
CC(C)(C)OC(=O)N/N=C\c1ccc(OC(=O)c2ccco2)cc1
  -2%	14%	12%	13%	19	-12%
COC(=O)c1[nH]c2ccc(Cl)cc2c1NC(=O)c1ccccc1[N+](=O)[O-]
  -22%	-2%	3%	-1%	-9	?
CN(C)CCCNc1c2ccccc2nc2ccccc12
  1%	-12%	12%	-5%	-102*	7.9µM*
Cc1ccc(NC(=O)c2ccc(=O)n(CC(=O)Nc3ccccc3)n2)cc1
  -12%	-1%&-2%	nt	-3%&-3%	?	4%
CC12CN3CC(C)(CN(C1)C3c1ccncc1)C2=O (stereo not drawn)
  -4%	9%	3%	-5%	-32	22%
CCc1c(C)nc(SCC(=O)N2CCc3ccccc32)[nH]c1=O
  ?	3%	-3%	?	-28	4%
COc1ccc(NC(=O)c2cnc(SC)nc2C)c(OC)c1
  -11%	-9%	-5%	-1%	7	-8%
COc1ccc(NC(=O)c2cnc(NS(=O)(=O)c3ccccc3)nc2)cc1
  -10%	5%	6%	6%	20	20%
COc1ccc(OCC(=O)Nc2cccc(C(=O)Nc3ccccc3C(=O)O)c2)cc1
  -27%	-1%	-1%	?	-8	4%
COc1ccc(C2=NS(=O)(=O)N(C)C(C(=O)NCc3cccs3)=C2)cc1OC
  6%	2%	?	-7%	4	?
Cn1c(CNC(=O)CCNC(=O)c2ccccc2F)cc(=O)n(C)c1=O
  -15%	1%	-2%	-6%	3	9%
CC(C)Cn1c(CN2CCCCC2C)nc2c1c(=O)n(C)c(=O)n2C (stereo not drawn)
  ?	2%	4%	?	-8	-1%
CCc1ccc(N2CCN(CCNC(=O)Nc3ccccc3)CC2)cc1
  -50%	8%	5%	?	38	-19%
CCCNC(=O)COC(=O)c1ccc(S(=O)(=O)N2CCCCCC2)cc1
  -3%	3%[11.4 µM]	2%	-11%	14	19%
CCN(CC)c1ccc(C2C(C(=O)Nc3ccccc3C)=C(C)Nc3ncnn32)cc1 (stereo not drawn)
  nt	4%	nt	5%	13	nt
COc1ccc(NC(=O)c2cc(C)nc3ccccc23)cc1S(=O)(=O)Nc1ccccc1Cl
  141%[activator]	3%	5%	-11%	5	?
Cc1cccc(NC(=O)CSc2nnc3ccc(-c4ccccn4)nn23)c1
  ?	7%	nt	-12%	-35	3%
COc1ccc(-c2cc(C(F)(F)F)nc(SCCC(=O)N3CCCC3)n2)cc1
  -9%	9%	1%	-14%	2	?
Cc1ccc([C@@H]2CC=C(C(=O)O)[C@H](c3ccccc3F)N2S(=O)(=O)c2ccccc2C)cc1
  -2%	nt	nt	nt	147	12%
COc1ccc(Cl)cc1NC(=O)c1cnc2sccn2c1=O
  3.5µM*	0%	-5%	?	16	7%

Part of the list above in order of count of non-hydrogen atoms, smallest number first.
Order of results – AmpC inh no detg	Sm TGR block	Giardia FBPA inh	AmpC detergent	HCMV antiviral	HCV inh
CC12CN3CC(C)(CN(C1)C3c1ccncc1)C2=O (stereo not drawn)
  -4%	9%	3%	-5%	-32	22%
COc1ccc(NC(=O)c2cnc(SC)nc2C)c(OC)c1
  -11%	-9%	-5%	-1%	7	-8%
CCc1c(C)nc(SCC(=O)N2CCc3ccccc32)[nH]c1=O
  ?	3%	-3%	?	-28	4%
COC(=O)c1[nH]c2ccc(Cl)cc2c1NC(=O)c1ccccc1[N+](=O)[O-]
  -22%	-2%	3%	-1%	-9	?
COc1ccc(NC(=O)c2cnc(NS(=O)(=O)c3ccccc3)nc2)cc1
  -10%	5%	6%	6%	20	20%

Next section
Order of results – AmpC inh no detg	Sm TGR block	Giardia FBPA inh	AmpC detergent	HCMV antiviral	HCV inh
Cc1ccc(NC(=O)CN(C)CC(=O)Nc2ccc(N3CCOCC3)cc2)cc1F
  144%[activator]	11%	12%	-8%	-13	3%
Cc1ccccc1NC(=O)c1ccc(S(=O)(=O)N(C)C)cc1
  -16%	-15%	-3%	0%	56	1%
N#Cc1ccsc1NC(=O)c1cccc([N+](=O)[O-])c1
  -36%	-22%	-12%	5%	27	10µM*
Cc1cnc(N2C(=O)c3ccc([N+](=O)[O-])cc3C2=O)s1
  -18%	5%	-4%	-13%	-1	7%
COc1ccccc1N1CCN(C(=O)c2cc3cc(Cl)ccc3[nH]2)CC1
  51%	1%	3%	-3%	33	?
O=C1CN=C(c2ccccc2)c2cc(Cl)ccc2N1
  -50%	nt	nt	nt	22	31%[activator]
COc1cccc(CN(C(=O)Cc2c[nH]c3ccccc23)C(C(=O)NC2CCCCC2)c2ccc(C)o2)c1 (stereo not drawn)
  -26%	-7%	-1%	-12%	?	?
COc1ccc(OCC(=O)OCC(=O)NCC2CCCCC2)cc1
  -3%	-26%	nt	-1%	-2	17%
Nc1c(C(=O)Nc2ccc(OC(F)(F)F)cc2)nnn1Cc1ccccc1
  nt	-5%	nt	-3%	-3	nt
O=C(CSc1ccc2nnc(-c3ccccn3)n2n1)Nc1nccs1
  -9%	-3%	-3%	5%	20	14%
O=C(N1CCOCC1)n1cnc2ccccc21
  -4%	-5%	1%	-9%	-7	-7%
Cc1ccc(S(=O)(=O)N2CCOC2CNC(=O)C(=O)NCc2ccc3c(c2)OCO3)cc1 (stereo not drawn)
  -1%	4%	nt	-10%	-7	?
CCOC(=O)N1CCN(CC(=O)NC(=O)Nc2ccc3c(c2)OCCO3)CC1
  12%	-16%	nt	0%	-24	11%
CC1(c2ccc3c(c2)OCO3)NC(=O)N(CC(=O)Nc2ccccc2)C1=O (stereo not drawn)
  -4%	-3%	nt	0%	-31	-2%
O=C(NC(Nc1ncccn1)C(=O)c1ccccc1)c1ccccc1 (stereo not drawn)
  -20%	3%	22%	-1%	11	10%
COc1ccccc1NC(NC(=O)c1ccccn1)C(Cl)(Cl)Cl (stereo not drawn)
  7%	-6%	0%	0%	-40	0%
COc1ccc2c(C)nc(Nc3nc(C)cc(C)n3)nc2c1
  -18%	11µM*	-26%	-8%	-31	-11%
Cc1nn(C(=O)/C(C#N)=C/N(C)C)c(C)c1C
  -7%	7%	1%	-8%	-33	?
O=c1cccc2n1CC1CC2CN(C(c2cccc(F)c2)c2sc3ncnn3c2O)C1 (stereo not drawn)
  4%	-1%	-20%	?	-22	-1%
Cc1ccc(CNC(=O)c2ccc(CSCc3ccccc3C)o2)cc1
  nt	-17%	nt	-3%	7	nt
COc1ccccc1-n1c(SCC(=O)NC2CC2)nc2ccccc2c1=O
  -29%	-16%	nt	6%	28	-10%
Cc1ccc(OCCCCn2nnc3sc4c(c3c2=O)CCC(C)C4)cc1 (stereo not drawn)
  nt	-10%	nt	4%	4	nt

Just HCV inh, HCMV antiviral and Giardia FBPA inh (4 entries from above):
mol | HCV inh | HCMV antiviral | Giardia FBPA inh
Cc1ccccc1NC(=O)c1ccc(S(=O)(=O)N(C)C)cc1 | 1% | 56 | -3%
COc1ccc(OCC(=O)OCC(=O)NCC2CCCCC2)cc1 | 17% | -2 | nt
Cc1ccc(CNC(=O)c2ccc(CSCc3ccccc3C)o2)cc1 | nt | 7 | nt
O=C(CSc1ccc2nnc(-c3ccccn3)n2n1)Nc1nccs1 | 14% | 20 | -3%
